# Source: PubChem BioAssay (several laboratories)
# MazF activator: MazEF (E. coli) toxin RNase activation; P0AE70; FAM/BHQ RNA-DNA oligo cleavage fluorescence, 5 h; activation, % at 20 µM; actives 0.32% (n = 350,000); AID 504720; in the data active = activation above about 50%
# Target sequence (P0AE70 whole entry, looked up): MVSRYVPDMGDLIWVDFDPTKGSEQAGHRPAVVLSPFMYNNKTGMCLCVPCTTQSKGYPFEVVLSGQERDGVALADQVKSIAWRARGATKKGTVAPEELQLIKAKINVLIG
# CCHFV vOTU inh: blocks the CCHF virus ovarian tumor domain protease; actives 0.55% (n = 370,000); CCHFV vOTU protease, Pep-AMC fluorescence; inhibition, % at 11.5 µM; note: 0% = vehicle wells with enzyme and 100% = no enzyme wells
# FadD28 FP inh: inhibitors of Mycobacterium tuberculosis FadD28 bisubstrate binding; FadD28 bisubstrate probe binding, fluorescence polarization; inhibition, % at 12.5 µM; actives 0.22% (n = 360,000); in the data active = inhibition above about 8.5%, passing the limit was not always enough; inconclusive = no clear call, values can overlap the other calls
# Mtb UGM inh: inhibitors of M. tuberculosis UDP-galactopyranose mutase; P9WIQ1; purified UGM, fluorescence polarization probe displacement; inhibition, % at 10 µM; actives 0.06% (n = 320,000); in the data active = inhibition above about 10%, passing the limit was not always enough; inconclusive = no clear call, values can overlap the other calls
# Target sequence (P9WIQ1 whole entry, looked up): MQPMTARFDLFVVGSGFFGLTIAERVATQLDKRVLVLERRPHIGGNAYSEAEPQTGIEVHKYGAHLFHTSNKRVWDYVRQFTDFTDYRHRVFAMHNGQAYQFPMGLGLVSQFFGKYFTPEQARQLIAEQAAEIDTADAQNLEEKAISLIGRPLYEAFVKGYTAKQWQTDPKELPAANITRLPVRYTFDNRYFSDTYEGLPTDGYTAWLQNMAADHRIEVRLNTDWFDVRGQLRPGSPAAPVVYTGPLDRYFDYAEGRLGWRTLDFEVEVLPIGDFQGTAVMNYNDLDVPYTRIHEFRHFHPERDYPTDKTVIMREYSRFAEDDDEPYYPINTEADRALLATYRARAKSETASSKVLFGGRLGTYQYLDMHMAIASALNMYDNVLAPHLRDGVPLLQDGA
# FBA Mtb inh: inhibits M. tuberculosis FBA enzyme. AID 588726. inhibition, % at 1 µM. actives 2.3% (n = 360,000). purified M. tuberculosis FBA, fluorescence read-out. P9WQA3; in the data active = inhibition above about 27%;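 note: 0% = vehicle and 100% = reference inhibitor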
# Target sequence (P9WQA3 whole entry, looked up): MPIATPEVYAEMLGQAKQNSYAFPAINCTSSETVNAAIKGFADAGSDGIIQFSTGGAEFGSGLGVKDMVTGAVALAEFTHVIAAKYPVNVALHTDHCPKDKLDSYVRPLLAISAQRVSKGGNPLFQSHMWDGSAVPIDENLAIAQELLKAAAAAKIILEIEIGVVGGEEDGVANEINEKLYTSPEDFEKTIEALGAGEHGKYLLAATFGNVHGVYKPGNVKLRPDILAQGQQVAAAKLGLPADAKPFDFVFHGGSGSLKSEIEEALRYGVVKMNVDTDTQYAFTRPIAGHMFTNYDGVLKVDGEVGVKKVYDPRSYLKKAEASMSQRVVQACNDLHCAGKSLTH
# Rv3671c protease: Rv3671c (M. tuberculosis) protease inhibition; inhibition, % at 5.96 µM; actives 0.048% (n = 320,000); in the data active = inhibition above about 38%;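 note: extracellular domain of Rv3671c used as enzyme; 0% = enzyme with DMSO and 100% = no enzyme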
# BoNT F protease: blocks Botulinum neurotoxin F light chain protease | AID 588497 | actives 0.22% (n = 360,000) | inhibition, % at 10 µM | Multiplex microsphere protease cleavage assay, flow cytometry; in the data active = inhibition above about 35%, passing the limit was not always enough; inconclusive = no clear call, values can overlap the other calls; note: plate controls were buffer without enzyme for full effect and enzyme alone for no effect
# DUSP3 inh: blocks human VHR1 dual specificity phosphatase; recombinant VHR phosphatase, pNPP absorbance; P51452; AID 1654; inhibition, % at 13.3 µM; actives 0.52% (n = 290,000); in the data active = inhibition above about 50%; note: some compounds called inactive have numbers as strong as hits
# Target sequence (P51452 whole entry, looked up): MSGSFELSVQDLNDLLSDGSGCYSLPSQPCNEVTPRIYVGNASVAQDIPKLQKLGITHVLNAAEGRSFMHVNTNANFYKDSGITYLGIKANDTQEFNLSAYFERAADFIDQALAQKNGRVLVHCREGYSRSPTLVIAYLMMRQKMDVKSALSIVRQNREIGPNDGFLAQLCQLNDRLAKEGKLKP
# GDH-TPI inh: inhibits GDH-TPI coupling enzymes, artifact for Mtb FBA screen. GDH-TPI coupled enzyme counterscreen, NADH absorbance. inhibition, % at 4.8 µM. actives 1.2% (n = 360,000). AID 588335;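 note: 0% = DMSO wells and 100% = wells lacking the enzyme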
# Mtb BioA inh: BioA (M. tuberculosis) enzyme inhibition | purified M. tuberculosis BioA enzyme, plate reader | inhibition, % at 9.99 µM | actives 0.096% (n = 360,000) | AID 602481; in the data active = inhibition above about 40%; inconclusive = no clear call, values can overlap the other calls
# Active calls of the source: *; ? = inconclusive; · = no result given. Cut-off read from the data, not from the text of the source, unless noted: active = inhibition above about 30%; inactive = the rest.
# Start of the listing, in advance (three entries):
SMILES,MazF activator,CCHFV vOTU inh,FadD28 FP inh,Mtb UGM inh,FBA Mtb inh,Rv3671c protease,BoNT F protease,DUSP3 inh,GDH-TPI inh,Mtb BioA inh
C/C1=C\CCC2C(/C=C(\C)CC1)OC(=O)C2CN1CCCCC1 (stereo not drawn),-5.9,-8.0,-0.4,1.9,-0.4,1.9,-8.6,2.1,5.5,-2.6
O=C(Nc1cccc(-c2cccc(F)c2)c1)C1CCN(C2CCC2)CC1,0.3,-1.7,-12.2,-0.4,3.0,-4.7,-4.8,6.5,-8.7,-0.7
CS(=O)(=O)N(CC(=O)Nc1ccc(S(=O)(=O)N2CCCC2)cc1)c1cccc(F)c1,7.4,-8.0,-2.5,0.6,1.7,0.5,4.8,-3.2,11.2,1.5

# The listing, previewed entries included:
SMILES,MazF activator,CCHFV vOTU inh,FadD28 FP inh,Mtb UGM inh,FBA Mtb inh,Rv3671c protease,BoNT F protease,DUSP3 inh,GDH-TPI inh,Mtb BioA inh
C/C1=C\CCC2C(/C=C(\C)CC1)OC(=O)C2CN1CCCCC1 (stereo not drawn),-5.9,-8.0,-0.4,1.9,-0.4,1.9,-8.6,2.1,5.5,-2.6
O=C(Nc1cccc(-c2cccc(F)c2)c1)C1CCN(C2CCC2)CC1,0.3,-1.7,-12.2,-0.4,3.0,-4.7,-4.8,6.5,-8.7,-0.7
CS(=O)(=O)N(CC(=O)Nc1ccc(S(=O)(=O)N2CCCC2)cc1)c1cccc(F)c1,7.4,-8.0,-2.5,0.6,1.7,0.5,4.8,-3.2,11.2,1.5
CC(NS(=O)(=O)c1ccc(Cl)cc1)C(c1cccs1)N1CCN(C)CC1 (stereo not drawn),11.4,3.0,-3.0,-0.4,-6.4,0.0,3.5,34.7,7.2,1.9
CCNC(=O)C1(C)CCCN(Cc2ccc3ccccc3c2Br)C1 (stereo not drawn),·,1.5,-5.5,·,0.7,·,2.5,·,3.1,0.9
C=CCn1c(SCC(=O)NCCCC(=O)OCC)nc2scc(-c3ccco3)c2c1=O,-6.7,4.3,-3.2,2.6,6.7,4.1,-2.1,10.6,-2.8,·
COc1ccc(NCc2ccsc2)cc1,4.7,-7.4,-1.6,0.6,-1.6,-0.9,-28.0,-12.0,-6.0,-1.5
CCOC(=O)c1cn(-c2c(C)n(C)n(-c3ccccc3)c2=O)c2c(F)c(F)c(F)cc2c1=O,7.4,-5.3,-2.3,-0.1,1.3,0.1,-17.2,13.3,3.1,4.9
Cc1cc(-c2ccccc2)nc2cc(C(=O)OC(C)C)nn12,0.0,-23.6,-2.4,-1.1,4.8,2.9,?,30.0,6.9,1.4
COc1ccc(C(=O)NC2CCCc3c2cnn3-c2ccccc2F)cc1OC (stereo not drawn),12.3,6.6,-5.2,-2.1,1.1,8.3,-0.5,-25.6,-9.5,1.6
Cc1ccc(C)c2[nH]c(=O)c(CCNC(=O)CC(C)C)cc12,7.3,-9.0,1.1,-0.9,-1.1,-3.9,-3.1,-12.1,-5.2,0.5
O=C(Nc1ccc(-c2ccc(N3CCCCC3)nn2)cc1)c1ccco1,-7.8,-4.4,-1.6,1.5,2.1,-0.1,0.9,·,16.6,-1.8
COc1ccc(C(CC(=O)Nc2ccccn2)N2Cc3ccccc3C2=O)cc1OC (stereo not drawn),6.9,-11.1,-0.9,0.0,-1.0,-2.6,4.8,48.3,-0.7,11.0
CCn1nnnc1NCc1ccc(SC)cc1,10.0,6.4,-4.0,-1.1,-2.6,·,-1.4,15.4,-12.4,-1.0
Cc1c(-c2cc(C(=O)O)on2)cnn1C,8.7,-8.7,-3.4,1.6,-9.3,-15.4,-5.9,-17.0,-6.8,-1.8
O=c1cc(Nc2ccc3c(c2)OCCO3)[nH]c(=O)n1Cc1ccc(F)cc1,-13.9,6.0,-0.4,-0.4,1.9,-6.0,-17.7,-0.1,13.1,-1.8
COC(=O)CCN(C)CCC(=O)OC,1.0,1.9,-2.6,-0.4,4.7,1.9,-40.9,5.0,4.2,0.7
NCC(=O)c1ccccc1,-4.2,3.4,-3.4,·,-3.3,·,-0.3,·,0.5,-12.0
CCN(CC(=O)Nc1ccc(NC(C)=O)cc1)C(=O)C12CC3CC(CC(Cl)(C3)C1)C2,0.8,11.5,1.6,1.4,1.4,3.8,-1.0,16.7,11.8,-1.6
CCOC(=O)C(NC(C)=O)C(=O)Nc1ccc(C(C)(C)C)cc1 (stereo not drawn),-0.8,4.9,-1.6,-1.4,0.8,2.4,-3.7,6.0,0.4,·
O=[N+]([O-])c1cc(CN2CCN(c3ccccc3)CC2)c(O)c2ncccc12,1.6,18.0,-0.5,1.1,-12.9,3.6,17.2,33.4,-3.8,·
CCOc1ccc(C(=O)NC2=NCCS2)cc1,·,9.6,·,2.4,·,3.4,·,21.6,·,·
Cc1onc(-c2c(F)cccc2Cl)c1C(O)c1ccc(F)cc1 (stereo not drawn),-4.0,-6.1,-4.0,-0.2,-5.4,1.0,-47.0,8.7,-14.6,0.1
COc1ccc(NC(=O)c2ccc(COc3ccccc3)o2)c(OC)c1,-21.4,13.9,-2.0,5.0,1.5,·,-14.5,9.2,1.5,1.5
O=C(c1cnn(-c2ccccc2)c1)c1cc(Br)ccc1O,5.7,-2.5,-0.1,1.3,1.8,6.5,3.0,·,7.6,-3.3
CCc1ccc(CN(C)C(=O)c2cc(COc3cc(C)c(Cl)c(C)c3)on2)nc1,-5.7,30.1*,-5.1,-1.3,2.0,-6.7,1.1,-6.0,-3.1,-0.8
CCOc1cc(N2CCOCC2)c(OCC)cc1NC(=O)COC(=O)CCOc1ccc(C)cc1,-17.6,-1.6,-1.1,2.8,-2.8,8.9,-4.5,·,4.3,-0.4
Clc1nc(Nc2ccc(N3CCOCC3)cc2)c2ccccc2n1,-15.2,17.4,-1.0,0.3,1.2,-1.2,-1.3,4.3,10.6,·
CCOc1ccccc1NC(=O)[C@@H](NC(=O)c1cccc(S(=O)(=O)N2CCOCC2)c1)C(C)C,9.4,0.8,-2.7,1.6,-1.5,-5.0,-4.1,17.8,-2.9,1.6
CC(C)c1ccc(NC(=O)CSc2ncccc2C(=O)Oc2cccc([N+](=O)[O-])c2)cc1,-9.8,-4.2,-3.8,1.5,-2.3,-9.5,0.5,-13.0,-1.1,·
COC(=O)C1=NNCC12CC(=O)N(c1ccc(Br)cc1)C2=O (stereo not drawn),-4.8,-9.8,-1.4,0.1,2.4,-12.6,23.7,-8.5,8.9,·
Cc1onc(-c2c(F)cccc2Cl)c1C(=O)Nc1cccc(Cn2cccn2)c1,4.0,-12.2,-1.5,-2.3,-0.3,-4.2,2.3,5.0,7.1,·
CCOc1ccc(CCNc2nc3ccc(C)cc3n3cnnc23)cc1OCC,13.5,8.7,-0.8,-1.9,1.9,-1.0,17.0,20.7,7.0,-0.1
CC(=O)OC(C(=O)NC1CCCCC1)c1ccccc1 (stereo not drawn),5.2,4.6,-0.8,2.5,1.1,1.6,-9.4,13.4,9.3,-1.1
CCOC(=O)C1CCN(Cc2ccc(F)cc2)CC1,-4.5,-0.7,0.2,-2.3,-1.6,-4.7,0.6,17.8,4.4,-5.5
O=C(Nc1ccccc1)c1ccccc1CCc1ccccc1,-9.2,-4.0,0.1,0.8,0.3,4.5,-3.3,17.2,22.5,0.2
N/C(=N\OC(=O)Cc1ccc([N+](=O)[O-])cc1)c1cccc(Br)c1,19.7,-2.3,-7.4,-1.1,0.7,2.6,-7.7,17.4,-3.7,·
C/C(=N/OCO/N=C(\C)c1ccccc1)c1ccccc1,2.7,0.7,-1.4,-1.6,0.8,8.6,-11.1,16.4,8.2,-0.2
NC(=S)NN=C1c2ccccc2-c2c(F)c(F)c(F)c(F)c21,1.4,10.0,-0.3,·,4.4,·,1.8,·,17.9,·
O=C(N[C@@H]1c2ccccc2CC[C@@H]1OCc1ccccc1)c1ccc(-c2ccccc2)cc1,-9.7,12.6,-2.4,·,0.3,·,-2.5,·,7.3,-1.8
O=C(CCN1C(=O)/C(=C/c2ccc(Cl)cc2)SC1=S)NC1C=CS(=O)(=O)C1 (stereo not drawn),-17.9,19.3,-2.0,-0.9,-5.9,4.2,-5.4,-2.2,3.9,-2.5
COc1cccc(-n2c(O)c(C=NCc3ccc4c(c3)OCO4)c(=O)[nH]c2=O)c1,0.2,2.6,-0.1,-0.5,-1.6,-20.8,0.2,27.7,5.6,-0.7
COC(=O)c1ccc(CSc2nnc(NC(=O)C3CCCO3)s2)cc1 (stereo not drawn),1.7,3.1,-0.5,-3.6,1.8,-1.4,0.5,-18.9,15.5,·
CCOc1cc(C(=O)NC2CCCCCCC2)cc(OCC)c1OCC,10.0,-2.7,-0.3,-4.3,1.8,1.1,0.5,·,-4.8,·
O=C1CCC(=O)N1CCC(c1ccc(F)cc1)c1ccco1 (stereo not drawn),-5.3,-12.8,-0.3,-0.2,1.4,3.0,3.2,-0.5,-0.7,-1.0
C(=N\Nc1nc2ccccc2[nH]1)/c1ccc2c(c1)OCO2,12.4,0.8,-0.1,·,7.0,·,-25.9,37.2,28.6,·
Cc1ccc(OC(C)C(=O)Nc2ccccc2C(=O)N2CCOCC2)cc1 (stereo not drawn),-4.9,3.2,-3.9,0.4,-2.6,-1.3,-1.3,22.6,-1.4,-0.4
Nc1c(N(CCO)C(=O)c2ccccc2OCc2ccccc2Cl)c(=O)[nH]c(=O)n1Cc1ccccc1,3.4,-6.3,0.1,·,1.9,·,16.8,·,0.6,0.3
C/C(=C\C(=O)c1ccccc1)Nc1ccc(N2CCOCC2)cc1,2.5,10.2,-1.8,-1.7,3.2,-17.7,-13.7,27.3,7.4,-2.5
CCCCCCc1nnc(NC(=O)c2ccco2)s1,6.0,6.7,-0.9,0.6,1.2,1.2,2.0,-7.8,8.9,-0.1
Cc1ccc(NC(=O)CCN2C(=O)CSC2=O)cc1,1.2,1.2,0.3,-0.3,-0.7,1.5,-1.3,-5.3,0.0,-0.7
CCC(C)(C)NC(=O)C(OC(=O)c1ccco1)c1ccccc1OC (stereo not drawn),1.4,23.4,-1.1,1.6,2.1,-3.5,5.1,-18.0,3.3,2.0
CCOC(=O)c1ccc(N2C(=O)CC(N3CCN(C(=O)c4ccccc4)CC3)C2=O)cc1 (stereo not drawn),0.4,0.1,-1.3,2.4,0.6,-8.3,1.4,4.3,-9.2,·
CC1=Nc2ccc(C)cc2/C1=C/c1c(N)n2nc(CC(=O)N3CCOCC3)sc2nc1=O,2.8,-4.8,3.1,2.4,-2.1,-21.0,2.5,-14.4,11.3,-5.1
Cc1ccc(NS(=O)(=O)c2ccc3c(c2)oc(=O)n3C)cc1,0.6,-4.5,0.9,1.4,2.0,·,?,20.5,2.4,1.7
Cn1c(=NC(=O)CS(=O)(=O)c2ccccc2)sc2cc(F)ccc21,-2.3,11.3,-1.9,·,-0.5,·,-1.6,·,24.1,1.5
CCCCc1ccc(NC(=O)CSc2nc(=O)n(CCN3CCOCC3)c3c2CCC3)cc1,12.5,-5.6,-1.8,-1.3,-1.4,1.7,·,·,2.5,·
O=C(N/N=C\c1c(O)ccc2ccccc12)c1ccc(Cn2cccn2)o1,-151.6,16.1,-0.3,-1.3,-4.0,-6.7,4.8,-5.4,12.4,-2.5
Cc1ccc(C2=[N+]([O-])C(C)(C)N(O)C2(C)C)cc1,0.5,4.7,-0.1,-3.1,5.3,-3.4,-1.4,-0.9,7.2,·
O=C(CNC(=O)Cn1cnc2sc3c(c2c1=O)CCCC3)NCc1ccccn1,4.4,1.5,-1.5,-3.3,-1.1,5.5,-2.9,0.0,10.7,-0.7
O=C(Nn1cnnc1)c1csc2ccccc12,1.3,6.4,-4.4,-3.2,0.2,-0.9,-4.8,5.0,-4.8,·
C=CCn1c(CSCc2ccc(Cl)cc2Cl)nnc1SCC(=O)Nc1ccc(C(=O)O)cc1,-7.2,4.3,-7.8,1.9,-0.6,-5.0,-2.1,-7.2,0.0,0.7
